IL1B secr inh: blocks inflammasome-driven IL-1 beta release | THP-1 LPS/ATP IL-1B secretion, AlphaLISA, 16 h; stronger effect = lower value | activity change, % at 57.5 µM | 360,000 tested, 4.7% active | AID 743279; in the data active means activity change below about -50%; inconclusive means mostly about -30% to -49%; further: on the % scale 0 is the no-effect control and ±100 the full control effect
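THP-1 cells pretreated 1 hr with compounds (up to 57.5 uM final), then stimulated with LPS (250 ng/mL final) plus ATP (1.25 mM final); secreted IL-1B measured by AlphaLISA after 16 hr, decreased signal indicating inhibition.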
ATXN2 expr inh: ATXN2 expression inhibition | HEK-293 ATXN2-luciferase reporter, luminescence, 24 h | 360,000 tested, 0.72% active | Potency, µM (top dose mostly 57 µM), without a hit: top-dose activity change, negative = inhibition, usual class: inhibitors; further: potency means the concentration at half of the fitted maximal effect; on the % scale 0 is the no-effect control and ±100 the full control effect; nearly all actives have a fitted effect of over 55% in size
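qHTS (up to 57 uM final) was run with 24 h compound exposure of reporter cells at 37 °C. Each well was multiplexed: SteadyGlo luminescence measured ATXN2-luciferase expression after a fluorogenic Gly-Phe-AFC viability readout (25 uM final).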
KB-3-1 tox: kills parental KB-3-1 adenocarcinoma cells; KB-3-1 viability, CellTiter-Glo ATP luminescence, 72 h; Potency, µM (titrated, usually from 46.1 µM), without a hit: at the top dose activity change, negative = cytotoxic, usual class: cytotoxic; 400,000 tested, 1.4% active; further: potency means the concentration at half of the fitted maximal effect; on the % scale 0 is the no-effect control and ±100 the full control effect; nearly all actives have a fitted effect of over 60% in size
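KB-3-1 cells, DMEM (no phenol red) + 10% FBS; compound by pin transfer, 72 h, 37 °C. Readout: CellTiter-Glo luminescence after 10 min. Data normalized, curve-fitted.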
MCF10A rerep: inducers of DNA re-replication in MCF 10A breast cells | MCF 10A DNA re-replication, Hoechst nuclear intensity, 48 h | AID 624296 | Potency, µM (series often up to 46.1 µM), inactives show at the highest dose activity, positive = re-replication, usual class: activators | 350,000 tested, 2.9% active; further: potency means the concentration at half of the fitted maximal effect; % of control where 0% means no effect; nearly all actives have a fitted effect of over 50% in size
HT1080 IDH1KD tx: kills HT-1080 cells with IDH1 knockdown | HT-1080 IDH1 knockdown viability, ATP luminescence, 48 h | Potency, µM (top dose mostly 46.1 µM), for the others: at the top dose activity, negative = toxicity, actives largely listed as cytotoxic | 360,000 tested, 2% active | AID 686971;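 further: potency means the concentration at half of the fitted maximal effect; 0% = DMSO wells and -100% = cell-free medium wells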
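In this qHTS, HT-1080 cells depleted of IDH1 are exposed for 48 h at 37 °C to compound titrations. Toxicity is scored from CellTiter-Glo luminescence, with DMSO as full viability and medium alone as none.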
HT1080NT lethal: kills 2HG-producing HT-1080-NT fibrosarcoma cells. HT-1080-NT fibrosarcoma viability, CellTiter-Glo ATP luminescence, 48 h. 360,000 tested, 1.6% active. Potency, µM (top dose mostly 46.1 µM), without a hit: at the highest dose activity, negative = less viability, hits mostly cytotoxic. AID 686970;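 further: NT is the 2HG producing partner of a matched IDH1 knockdown line; potency means the concentration at half of the fitted maximal effect; 0% = DMSO-treated cells and -100% = media-only wells without cells; nearly all actives have a fitted effect of over 55% in size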
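Toxicity toward the 2HG-producing NT line was scored as %Activity, normalised to DMSO and no-cell wells, from CellTiter-Glo luminescence after 48 hours' treatment.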
KB-V1 cytotox: KB-V1 MDR subline cytotoxicity; KB-V1 MDR cells viability, CellTiter-Glo, 72 h; Potency, µM (top dose mostly 46.1 µM), for inactives: top-dose activity change, negative = cytotoxicity, most hits filed as cytotoxic; 400,000 tested, 3.4% active; further: potency means the concentration at half of the fitted maximal effect; on the % scale 0 is the no-effect control and ±100 the full control effect; nearly all actives have a fitted effect of over 60% in size
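Compound-treated KB-V1 multidrug-resistant cells, 72 h, 37 degrees C; viability by CellTiter-Glo. Fitted qHTS curves give the values.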
ATXN viability: viability counter-screen for ATXN expression inhibitors; AID 651635; Potency, µM (top dose mostly 56.7 µM), most hits filed as cytotoxic; S2 cells (HEK-293 line with an ATXN2-luciferase reporter) viability, CellTiter-Fluor protease fluorescence, 24 h; 400,000 tested, 0.49% active; further: potency means the concentration at half of the fitted maximal effect; nearly all actives have a fitted effect of over 40% in size
SW480 rerep: inducers of DNA re-replication in SW480 colon cancer cells; SW480 DNA re-replication, Hoechst DNA content imaging, 48 h; Potency, µM (top dose mostly 46.1 µM), inactives show at the highest dose re-replication activation, hits mostly activators; 340,000 tested, 1.8% active; AID 624297; further: potency means the concentration at half of the fitted maximal effect; % of control where 0% means no effect; nearly all actives have a fitted effect of over 55% in size
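250 cells/well; 23 nL cpd via pin tool; 48 hr, 37 C, 5% CO2; Hoechst 40 min; imager read of total nuclear intensity, ex 405/em 500-530 nm.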
* hit, by the source's call; i = inactive; ? = inconclusive; nt = not tested or not shown; & = joins results of further samples; [ ] = another dose, or the depositor's remark. Unless noted, the call rests on the fitted dose curve; in most records, active means well fitted curve in the direction sought with a large enough effect; inconclusive means small, poorly fitted or top-dose-only effect, or another doubt; inactive means no such curve, though single readings can be large; an effect the other way counts as inactive or inconclusive. This is a random part of the collection (roughly 11% active in at least one column).

entry	Structure	IL1B secr inh	ATXN2 expr inh	KB-3-1 tox	MCF10A rerep	HT1080 IDH1KD tx
1	COc1cccc(N2C(C(C)=O)=NN(c3ccccc3)C2c2ccc(N3CCOCC3)cc2)c1 (stereo not drawn)	5	14%	-3%	7%	-11%
2	O=C(CSc1nc2ccccc2o1)NC1CCS(=O)(=O)C1 (stereo not drawn)	1	7%	3%	-1%	20%
3	Cc1cc(=O)oc2cc(OCC(=O)NC3(C#N)CCCCC3)ccc12	-22	nt	14%	nt	5%
4	CCOC(=O)CC1(NC(=O)C2CCC(=O)N(CCc3ccccc3)C2)CCCCC1 (stereo not drawn)	-22	nt	1%	-3%	0%
5	O=C(CC(C(=O)O)c1ccccc1)Nc1ccccc1 (stereo not drawn)	-3	-3%	0%	-2%	-3%
6	CCN1C(=O)[C@H]2[C@@H](c3ccc(C)cc3)N3C(=O)N(c4ccc(C(F)(F)F)cc4)C(=O)[C@@]3(Cc3ccccc3)[C@H]2C1=O	0	9%	0%	23%	-1%
7	CN1CCN(S(=O)(=O)c2cccc(C(=O)Nc3ccccc3N3CCCC3)c2)CC1	i	-5%	0%	-11%	-1%
8	Cc1cc(=O)[nH]c2nnnn12	55	2%	2%	5%	11%
9	COc1ccc(N=NC2=C(O)CC(C)(C)CC2=O)c(OC)c1	14	16%	15%	-1%	14%
10	COCCCNC1=C(C#N)C(=O)NC(c2cccc([N+](=O)[O-])c2)S1 (stereo not drawn)	-18	nt	-6%	nt	-15%
11	COC(=O)[C@H]1C2CCC(C(=O)OC)(CC2)[C@H]1C(=O)OC	-7	-3%	0%	2%	-4%
12	O=C(O)c1ccccc1C(=O)Nc1ccc(-n2ccc(C(F)(F)F)n2)cc1	6	-9%	-10%	-5%	2%

entry	HT1080NT lethal	KB-V1 cytotox	ATXN viability	SW480 rerep
1	-16%	5%	i	1%
2	17%	-14%	i	1%
3	8%	-6%	i	nt
4	8%	18%	i	-8%
5	-1%	7%	i	-1%
6	1%	15%	i	7%
7	-8%	?	i	-31%[inhibitor]
8	?	15%	i	-2%
9	11%	0%	i	-3%
10	-3%	?	i	nt
11	2%	-9%	i	?
12	8%	-4%	i	-3%

(cont.)
entry	Structure	IL1B secr inh	ATXN2 expr inh	KB-3-1 tox	MCF10A rerep	HT1080 IDH1KD tx
13	CC(=O)Nc1sc(C)c(C)c1C(=O)OCC(=O)N(C)C1CCS(=O)(=O)C1 (stereo not drawn)	6	-18%	1%	?	-2%
14	Cc1cc([N+](=O)[O-])nn1CC(=O)N(C)Cc1ccccc1	-4	-3%	23%	?	7%
15	CCN(c1ccccc1)S(=O)(=O)c1ccc(Cl)c(NC(=O)CNC(C)c2ccccc2)c1 (stereo not drawn)	-10	-3%	?	0%	-9%
16	O=C(c1cccc(Br)c1)N1CCN(c2ccccn2)CC1	-1	nt	6%	0%	4%
17	Cc1c(-c2csc(N)n2)cnn1C	20	3%	-3%	-4%	10%
18	Cc1cc(-c2ccc(C)c(S(=O)(=O)N3CCN(c4ccc([N+](=O)[O-])cc4)CC3)c2)on1	11	-31%	?	16%	-1%
19	CSc1nsc(/C=C/Nc2ccc(F)cc2F)c1C#N	10	?	10%	?	-3%
20	O=c1c[n+]([O-])c2ccccc2n1OCc1ccccn1	21	10%	-1%	-1%	6%
21	CN(C)CCCN(C(=O)C1=COCCO1)c1nc2ccc(Br)cc2s1	-68*	?	?	14%	23µM*
22	COC(=O)c1sc(NC(=O)CSc2nnnn2C)nc1C	-6	9%	-20%	12%	-1%
23	CCCc1nn(C)c2c(=O)[nH]c(-c3cc(S(=O)(=O)N4CCN(C)CC4)ccc3OCC)nc12	-13	?	0%	-22%&0%	-2%
24	Cn1c(=O)c2c(-c3ccc(Cl)cc3)ccnc2n(C)c1=O	nt	0%	7%	nt	nt

entry	HT1080NT lethal	KB-V1 cytotox	ATXN viability	SW480 rerep
13	-4%	27%	i	-3%
14	2%	41%	i	-6%
15	-9%	16µM*	i	17%
16	11%	-18%	?	9%
17	11%	0%	i	-8%
18	13%	?	i	-12%
19	-4%	-2%	i	?
20	18%	9%	i	-1%
21	21µM*	?	?	23%
22	7%	-8%	i	-13%
23	13%	-35%	i	-39%&-7%[inhibitor]
24	nt	21%	i	nt

Full records as entered above. Order of values: IL1B secr inh | ATXN2 expr inh | KB-3-1 tox | MCF10A rerep | HT1080 IDH1KD tx | HT1080NT lethal | KB-V1 cytotox | ATXN viability | SW480 rerep
Cn1c(=O)c2c(-c3ccc(Cl)cc3)ccnc2n(C)c1=O across the screens: nt | 0% | 7% | nt | nt | nt | 21% | i | nt
CCN(c1ccccc1)S(=O)(=O)c1ccc(Cl)c(NC(=O)CNC(C)c2ccccc2)c1 (stereo not drawn) across the screens: -10 | -3% | ? | 0% | -9% | -9% | 16µM* | i | 17%

Carrying on.
entry	Structure	IL1B secr inh	ATXN2 expr inh	KB-3-1 tox	MCF10A rerep	HT1080 IDH1KD tx
25	O=C(Cc1ccc(Cl)cc1)NNC1CC(=O)N(c2ccc3ccccc3c2)C1=O (stereo not drawn)	14	?	5%	17%	-16%
26	NS(=O)(=O)c1ccc(CCNS(=O)(=O)c2ccc(Cl)s2)cc1	9	nt	-2%	-5%	0%
27	CCOC(=O)COc1coc(CN2CCN(c3ccccc3)CC2)cc1=O	16	1%	1%	-4%	1%
28	Cc1occc1C(=O)NNC(=O)Nc1ccc([N+](=O)[O-])cc1	-17	nt	-23%	-1%	-5%
29	Cc1nnc(NC(=O)C2CCCC2)s1	38	-2%	3%	-32%[inhibitor]	15%
30	COc1ccc(C(CNC(=O)c2cc(=O)[nH]c3ccccc23)N2CCCC2)cc1 (stereo not drawn)	-11	19%	11%	4%	-1%
31	CC1=C(O)C(=O)C(C2=C(O)C(=O)C(C)=C(O)C2=O)=C(O)C1=O	-15	-3%	?	0%	-14%
32	CCOC(=O)C1Cc2ccccc2C(=O)O1 (stereo not drawn)	-6	-3%	-4%	18%	8%
33	CSc1nnc2c(n1)OC=Nc1ccccc1-2	11	0%	20%	?	15%
34	COc1ccc(Cn2ccc3nc(C)c(C(=O)N4CCN(c5ccccc5OC)CC4)cc3c2=O)cc1	nt	-13%	?	nt	nt
35	O=C(COC(=O)c1cccs1)Nc1ccc(S(=O)(=O)N2CCOCC2)cc1	-3	3%	6%	-11%	16%
36	COc1ccc(C(=O)N/C(=C\c2cn(C)c3ccccc23)C(=O)NCCCn2ccnc2)cc1OC	-6	6%	14%	-1%	-12%

entry	HT1080NT lethal	KB-V1 cytotox	ATXN viability	SW480 rerep
25	-18%	6%	i	-7%
26	10%	-1%	nt	0%
27	9%	9%	i	-7%
28	-2%	0%	i	-9%
29	20%	10%	i	-14%
30	2%	29%	i	-1%
31	-1%	?	i	-11%
32	-3%	-6%	i	?
33	22%	2%	i	-5%
34	nt	-14%	?	nt
35	?	27%	i	-1%
36	-7%	27%	i	-5%

Following part.
entry	Structure	IL1B secr inh	ATXN2 expr inh	KB-3-1 tox	MCF10A rerep	HT1080 IDH1KD tx
37	Cc1ccc2c(c1)c1c(n2CC2COC(C)(C)O2)C(=O)CCC1 (stereo not drawn)	-22	-1%	18%	2%	4%
38	Cc1oc2ncn(CC(C)C)c(=O)c2c1C(=O)N(Cc1ccccc1)C(C)C	nt	5%	-6%	nt	nt
39	CCN(CC)S(=O)(=O)c1ccc(NC(=O)c2cccc3c2C(=O)N(CCOC)C3)cc1	17	-23%	6%	-2%	3%
40	COc1ccc(OC)c(NC(=O)CSC2=Nc3ccccc3C3=NC(CCC(=O)NCc4ccccc4)C(=O)N23)c1 (stereo not drawn)	nt	-7%	-28%	nt	nt
41	Cc1ccc(C)c(NC(=O)Nc2ccc3c(c2)OCO3)c1	-7	24%	17%	-32%[inhibitor]	0%
42	CC(=O)C1C(c2ccc(F)cc2)c2c(noc2C)CC1(C)O (stereo not drawn)	nt	-16%	9%	9%	23%
43	Cc1ccc(C)c(S(=O)(=O)Nc2ccc(C(=O)N3CC(C)OC(C)C3)cc2)c1 (stereo not drawn)	-1	-6%	3%	-3%	-3%
44	CCCc1ccc2oc(C(=O)N(C)Cc3nccs3)c(C)c2c1	-13	19%	-10%	?	?
45	Cc1ccc(C(=O)NCCN2C3=NC[C@@H](Cc4ccccc4)N3C[C@H]2Cc2ccc(O)cc2)cc1Br	0	25µM*	-10%	-2%	-15%
46	CCN(CC)C(=O)C1=C(C)Nc2nc3ccccc3n2C1c1ccc(Br)cc1 (stereo not drawn)	nt	10%	2%	nt	nt
47	CCOC(=O)C1(S(=O)(=O)c2ccccc2)CCN(Cc2ccccc2)CC1	-15	-1%	-19%	2%	4%

entry	HT1080NT lethal	KB-V1 cytotox	ATXN viability	SW480 rerep
37	3%	6%	i	-2%
38	nt	2%	i	nt
39	4%	?	?	-1%
40	nt	7%	i	nt
41	4%	0%	i	-17%
42	19%	-8%	i	-2%
43	0%	-10%	i	3%
44	?	-11%	i	4%
45	-19%	?	?	1%
46	nt	-3%	i	nt
47	8%	16µM*	i	1%

Down the list, as entered above.
HT1080NT lethal for entries 37 to 43: 3%, nt, 4%, nt, 4%, 19%, 0%
ATXN2 expr inh for entries 37 to 43: -1%, 5%, -23%, -7%, 24%, -16%, -6%

Screening results deposited in PubChem BioAssay by National Center for Advancing Translational Sciences (NCATS).
